# Sm TGR block – S. mansoni TGR enzyme inhibition; Q962Y6; purified TGR, DTNB reduction, TNB absorbance 405 nm; Potency, µM (series often up to 114 µM), for the others: at the highest dose activity change, negative = inhibition, usual class: inhibitors; hit rate 3% among 360,000; also: nearly all actives have a fitted effect of over 60% in size
#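 Kinetic colorimetric format: TGR-catalysed, NADPH-driven DTNB reduction monitored via TNB absorbance. Enzyme dispensed at 20 nM; compound exposure 15 min at room temperature before reaction start.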
# HCV inh – HCV inhibition. Huh7.5.1 HCVcc-Cre infection, luciferase reporter, 44 h. Potency, µM (doses to about 41.8 µM), without a hit: at the highest dose activity change, negative = inhibition, most hits filed as inhibitors. hit rate 3.4% among 340,000
#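 Cells (1,000/well) were plated 4 h before compound, then infected with HCVcc-Cre virus (~0.5 moi). After 44 h further culture, infection was read as luciferase luminescence following a 15 min substrate incubation at room temperature.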
# Pf growth 96h – inhibits malaria parasite growth, 96 h | P. falciparum luciferase reporter growth, 96 h | Potency, µM (series often up to 28.7 µM), for the others: top-dose activity change, negative = inhibition, usual class: inhibitors | hit rate 6.9% among 320,000
#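 P. falciparum expressing integrated firefly luciferase grown in erythrocytes (2% hematocrit, 0.05% parasitemia final) with compounds for 96 hours at 37 C, 5% CO2. Growth inhibition read as loss of luminescence after adding luciferase detection reagent.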
# LmPK inhibitor – inhibitors of Leishmania mexicana pyruvate kinase. Potency, µM (titrated, usually from 57.5 µM), without a hit: at the highest dose activity change, negative = inhibition, most hits filed as inhibitors. Q27686. purified LmPK, Kinase-Glo ATP luminescence, 1 h. hit rate 0.37% among 290,000
# Target sequence (Q27686 whole entry, looked up): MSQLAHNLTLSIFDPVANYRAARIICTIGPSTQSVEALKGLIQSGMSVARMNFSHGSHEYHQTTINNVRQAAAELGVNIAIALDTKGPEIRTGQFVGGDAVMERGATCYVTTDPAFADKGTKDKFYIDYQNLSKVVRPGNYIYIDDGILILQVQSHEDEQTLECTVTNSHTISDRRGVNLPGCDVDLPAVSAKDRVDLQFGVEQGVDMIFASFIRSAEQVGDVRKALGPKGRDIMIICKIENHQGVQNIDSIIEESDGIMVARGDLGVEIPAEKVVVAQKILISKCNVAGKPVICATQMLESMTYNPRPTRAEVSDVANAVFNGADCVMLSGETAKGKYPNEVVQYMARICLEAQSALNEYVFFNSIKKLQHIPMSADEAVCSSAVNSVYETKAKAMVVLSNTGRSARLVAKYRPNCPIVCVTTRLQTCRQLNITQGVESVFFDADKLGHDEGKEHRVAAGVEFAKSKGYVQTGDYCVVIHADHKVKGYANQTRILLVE
#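 qHTS format; LmPK 0.1 nM; substrates PEP 0.5 mM and ADP 0.1 mM. One-hour room-temperature incubation, then coupled luciferase luminescence; 0.5 nM enzyme wells mark activation.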
# Tb PYK inh – inhibitors of Trypanosoma brucei pyruvate kinase; Q57TT1; TbPYK enzyme, Kinase-Glo Plus ATP luminescence, 45 min; Potency, µM (titrated, usually from 76.8 µM), without a hit: at the top dose activity, negative = inhibition, actives largely listed as inhibitors; hit rate 0.12% among 410,000; AID 624173; also: nearly all actives have a fitted effect of over 50% in size
#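 In this concentration-response screen, enzyme-free wells defined baseline while DMSO plates tracked drift. Each reaction combined TbPYK, substrate, compound and 130 uM ADP for 45 min at room temperature. Kinase-Glo Plus luminescence gave the signal.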
# Pf growth 48h – P. falciparum growth inhibition at 48 hours (one generation); Potency, µM (top dose mostly 28.7 µM), without a hit: at the highest dose activity change, negative = inhibition, most hits filed as inhibitors; P. falciparum luciferase growth in erythrocytes, 48 h; hit rate 5.9% among 310,000
#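 First compound was added to culture medium, then infected red cells at 0.1% parasitemia and 2% hematocrit (final). After incubation at 37 C under 5% CO2, luciferase detection reagent was dispensed and light output recorded.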
# Active calls of the source: *; ? = inconclusive; / = no result given; [ ] = dose if it differs, or a comment. Calls follow the shape of the dose curve; as a rule, active = well fitted curve in the direction sought with a large enough effect; inconclusive = small, poorly fitted or top-dose-only effect, or another doubt; inactive = no such curve, though single readings can be large; an effect the other way counts as inactive or inconclusive. % is scaled to controls: 0 for no effect and ±100 for the full control effect; potency is read from the fitted curve at half-maximal effect.
SMILES,Sm TGR block,HCV inh,Pf growth 96h,LmPK inhibitor,Tb PYK inh,Pf growth 48h
Cc1ccc(C(=O)NC2CCC(C)CC2)o1 (configuration not stated),-1%,7%,58%[activator],/,7%,-15%
Cc1ccc2nc(N3C(=O)C(O)=C(C(=O)c4ccco4)C3c3ccc(O)cc3)sc2c1 (configuration not stated),-30%,/,?,0%,/,-8%
CCN(CC(=O)Nc1ccc(NC(C)=O)cc1)C(=O)COc1ccc(C(=O)c2ccccc2)cc1,-4%,-18%,?,1%,-5%,0%
COc1cc2c(cc1OC)C(c1cccc([N+](=O)[O-])c1)N(C(=O)c1ccccc1C(=O)O)CC2 (configuration not stated),-2%,11%,19%,0%,2%,?
Cc1cc(NC(=O)COC(=O)C2CC(=O)N(c3cccc(C)c3C)C2)no1 (configuration not stated),8%,21%,28%,-2%,6%,6%
CN(CC(=O)NCC1CCCCC1)CC(=O)Nc1ccccc1Br,-18%,16%,?,/,5%,-15%
COc1ccc(S(=O)(=O)N2CCN(C(=O)c3cnc(C)cn3)CC2)cc1,4%,12%,-15%,-10%,-3%,/
COc1cccc2cc(C(=O)c3ccc([N+](=O)[O-])cc3)oc12,0%,-28%,15µM*,1%,-18%,25%
COc1ccccc1CNC(=O)N1CCN(c2ccccc2)CC1,2%,4%,-5%,8%,-14%,-19%
Cc1cc(S(=O)(=O)NCCCN2CCOCC2)ccc1Br,-1%,-3%,-27%,/,3%,-15%
CCOC(=O)C1CCN(C(=O)CN2C(=O)C(C(C)C)Oc3ccccc32)CC1 (configuration not stated),-8%,5%,6%,0%,0%,-11%
C=CCOC(=O)C1=C[C@@H](c2coc3ccccc3c2=O)C[C@@H](OCc2ccc(CO)cc2)O1,-20%,-25%,?,7%,-1%,?
COc1ccc(C(=O)CSc2nnc3ccc(-c4ccccn4)nn23)cc1,9%,12%,4%,0%,1%,3%
Cc1ccc(C(=O)OCC(=O)Nc2ccccc2C(F)(F)F)cc1S(=O)(=O)N1CCOCC1,-15%,7%,14%,5%,0%,-19%
Cc1ccc(N=Nc2[nH]c3ccccc3c2O)cc1,-29%,-6%,34%[activator],1%,-28%,100%[activator]
COc1ccccc1N(CC(=O)NCCSc1ccccc1)S(C)(=O)=O,1%,6%,6%,0%,0%,-5%
c1ccc(-c2ccc3c(c2)NCCN3)cc1,?,-6%,?,-1%,-25%,9%
O=C(Cn1cnnn1)NCCc1ccc(Cl)cc1Cl,-11%,-10%,30%,0%,-3%,13%
COCC(=O)Nc1nc2n(n1)C(c1ccccc1)CC(c1ccc(OC)cc1)N2 (configuration not stated),-32%[11.4 µM],-6%,/,15%,-26%,/
O=C(CCn1ccc2ccccc21)NC1CCCc2ccccc21 (configuration not stated),-2%,-18%,-90%,4%,-9%,/
COC(=O)NCC(c1cccnc1)N1CCOCC1 (configuration not stated),-29%,-1%,40%[activator],0%,0%,32%[activator]
S=C(NCC1CCCO1)NC1CCCC1 (configuration not stated),17%,-15%,0%,-1%,0%,2%
c1nc(N2CCN(Cc3ccc4c(c3)OCO4)CC2)c2[nH]cnc2n1,-15%,2%,-13%,-3%,-10%,19%
Cc1nc2sc3c(c2c2nnc(SCC(=O)NCc4ccco4)n12)CCCC3,?,-10%,16%,0%,3%,-13%

# Some of the entries above, set out differently.
COc1cccc2cc(C(=O)c3ccc([N+](=O)[O-])cc3)oc12
  Sm TGR block: 0%
  HCV inh: -28%
  Pf growth 96h: 15µM*
  LmPK inhibitor: 1%
  Tb PYK inh: -18%
  Pf growth 48h: 25%
COc1ccccc1CNC(=O)N1CCN(c2ccccc2)CC1
  Sm TGR block: 2%
  HCV inh: 4%
  Pf growth 96h: -5%
  LmPK inhibitor: 8%
  Tb PYK inh: -14%
  Pf growth 48h: -19%
Cc1cc(S(=O)(=O)NCCCN2CCOCC2)ccc1Br
  Sm TGR block: -1%
  HCV inh: -3%
  Pf growth 96h: -27%
  LmPK inhibitor: /
  Tb PYK inh: 3%
  Pf growth 48h: -15%

# New compounds follow:
SMILES,Sm TGR block,HCV inh,Pf growth 96h,LmPK inhibitor,Tb PYK inh,Pf growth 48h
Cc1snc(S(=O)(=O)/C(C#N)=N/Nc2ccc(C(F)(F)F)cc2)c1C#N,-3%,18%,3%,-3%,-8%,/
CN(CCOc1ccc(F)cc1)Cc1ccccc1,-22%,10%,39%[activator],-1%,24%,9%
CC(=O)Nc1sc(C)c(C)c1C(=O)OC1CCOC1=O (configuration not stated),-2%,2%,/,1%,-2%,7%
CN1C(=O)CC(C(=O)Nc2ccccc2F)SC1=Nc1ccc2c(c1)OCO2 (configuration not stated),-16%,1%,27%,-2%,-4%,?
Cn1c(N)c(C(=O)COC(=O)C2=COCCO2)c(=O)n(C)c1=O,-17%,13%,1%,4%,5%,/
Cc1nn(CC(=O)NCCc2ccccc2)c(=O)c2ccccc12,-3%,4%,-15%,-1%,4%,17%
CCCCCCc1cc2cc(C(=O)Nc3cccc(OC)c3)c(=O)oc2cc1O,-20%,?,18%,3%,-9%,?
CCOC(=O)C1CCN(C(=O)Nc2ccc3nccnc3c2)CC1,-1%,6%,4%,-4%,4%,?
O=c1[nH]c(-c2ccccc2)c(-c2ccccc2)[nH]1,-22%,-7%,?,-4%,3%,61%[activator]
CCOCCCNC(=O)CN(c1cc([N+](=O)[O-])ccc1OC)S(C)(=O)=O,27%,20%,32%[activator],-1%,-3%,1%
CCOC(=O)C1C(=O)OC(C)(C)C1C(CC)C(=O)c1ccccc1 (configuration not stated),7%,0%,?,5%,-2%,15%
Cn1c(SCC(=O)NC2(C#N)CCCCC2)nnc1-c1cccnc1,-11%,24%,-16%,-4%,-4%,-20%
CCOC(=O)c1cc2c(nc1NC(=S)Nc1ccccc1)CC(C)(CC)OC2 (configuration not stated),-12%,10%,13µM*,1%,0%,-6%
COc1ccc(N2CCN(CCCNC(=S)Nc3c(C)cccc3C)CC2)cc1,-10%,-25%,0%,-1%,-1%,-13%
O=C(CSc1nccn1Cc1ccccc1)NCc1ccccc1,-1%,-13%,/,-1%,-1%,-5%
NS(=O)(=O)c1ccc(CCNC/C=C/c2ccccc2)cc1,7%,-5%,?,-4%,-4%,-2%
Fc1ccc2c(c1)nnn2C1CCN(Cc2ccccc2)CC1,3%,0%,2%,-6%,11%,?
CCOC(=O)c1c(/N=C/C2=C(O)CCCC2=O)sc2c1CCCC2,-28%,-9%,?,-4%,-18%,-4%
Cn1ncc2cc(NC(N)=S)ccc21,-5%,17%,18%,-5%,-1%,15%
NC(=O)N=Nc1c(O)[nH]c2ccc([N+](=O)[O-])cc12,0%,5%,-20%,-4%,-2%,8%
COc1ccc(CCc2nc(-c3ccc(-n4cccc4)cc3)no2)cc1,0%,-7%,56%[activator],13%,-4%,/
CCOC(=O)c1ccc(NC(=S)N2CCN(S(C)(=O)=O)CC2)cc1,-5%,10%,13%,0%,0%,/
COc1ccccc1N1CCN(S(=O)(=O)c2ccc(NC(C)=O)cc2)CC1,2%,-4%,-6%,3%,-2%,?
O=C(COc1ccc(Cl)cc1)NC1=NN(c2ccccc2)C(=O)C1,9%,11%,8.3µM*,-1%,4%,8%

# Reprinted from the part before: 2 compounds, followed by the next part.
SMILES,Sm TGR block,HCV inh,Pf growth 96h,LmPK inhibitor,Tb PYK inh,Pf growth 48h
COc1ccccc1N1CCN(S(=O)(=O)c2ccc(NC(C)=O)cc2)CC1,2%,-4%,-6%,3%,-2%,?
O=C(COc1ccc(Cl)cc1)NC1=NN(c2ccccc2)C(=O)C1,9%,11%,8.3µM*,-1%,4%,8%
Cc1c(-c2cccc(Cl)c2)nc2ccccc2c1C(=O)N1CCC2(CC1)OCCO2,1%,-19%,45%[activator],-7%,-6%,?
Cc1ccc(S(=O)(=O)N2CCC(C(=O)N3CCC4(CC3)OCCO4)CC2)cc1,5%,5%,56%[activator],-9%,0%,?
CCOC(=O)c1c(C)nsc1NC(=O)C1CCCCC1,0%,-14%,?,0%,-12%,15%
CC1CCCN(C(=O)CSc2nnc3n(C4CCCC4)c(=O)c4ccccc4n23)C1 (configuration not stated),6%,-3%,/,2%,-4%,13%
CCc1cccc(C)c1NC(=S)NCc1ccc2[nH]c(C)cc2c1,-16%,?,10µM*,5%,3%,13µM*
O=C(NNc1ccc(Cl)cc1)c1sccc1Cl,?,13%,30%[activator],16%,1%,29%
O=C(NC(C(=O)c1ccccc1)n1c(=O)cc[nH]c1=S)c1ccccc1 (configuration not stated),?,-3%,-68%,5%,-3%,18%
CCc1cccc2c(=O)c(C(=O)NCCCOC)c[nH]c12,-3%,6%,-1%,5%,-1%,21%
COc1ccc(S(=O)(=O)N2CCC(NC(=O)c3ccccc3)CC2)cc1,1%,1%,3%,-3%,4%,13%
COC(=O)Cc1cnc(NC(=O)CSc2nc(C(C)C)cc(=O)[nH]2)s1,-5%,-13%,?,0%,2%,28%
O=C(OCc1ccccc1F)c1ccc2c(c1)-c1ccccc1C2=O,13%,9%,15%,-2%,-6%,?
COc1ccc(NC(=O)/C=C/c2ccc(Br)o2)cn1,11µM*,-21%,9%,0%,-30%,63%[activator]

# Shown with tabs: entries from further up.
canonical_smiles	Sm TGR block	HCV inh	Pf growth 96h	LmPK inhibitor	Tb PYK inh	Pf growth 48h
O=C(NNc1ccc(Cl)cc1)c1sccc1Cl	?	13%	30%[activator]	16%	1%	29%
O=C(NC(C(=O)c1ccccc1)n1c(=O)cc[nH]c1=S)c1ccccc1 (configuration not stated)	?	-3%	-68%	5%	-3%	18%
CCc1cccc2c(=O)c(C(=O)NCCCOC)c[nH]c12	-3%	6%	-1%	5%	-1%	21%

# Further structures follow.
SMILES,Sm TGR block,HCV inh,Pf growth 96h,LmPK inhibitor,Tb PYK inh,Pf growth 48h
CN(CCCC(=O)NCc1ccco1)S(=O)(=O)c1ccccc1,-13%,15%,/,3%,-5%,4%
CCOc1ccc(CN2CCNC(=O)C2CC(=O)NCCc2cnccn2)cc1 (configuration not stated),?,8%,0%,8%,3%,-2%
COc1cccc(C(=O)Oc2cc(C)[nH]c(=O)c2[N+](=O)[O-])c1OC,-2%,17%,-4%,1%,2%,16%
Clc1ccc(N2COC3c4cccc5cccc(c45)C32)cc1 (configuration not stated),-3%,6%,-27%,7%,-12%,?
N#Cc1ccc(C2=NC(C(F)(F)F)(C(F)(F)F)c3c(n(Cc4ccco4)c(=O)[nH]c3=O)N2)cc1,?,4%,?,4%,/,?
CN(C)Cc1c(C(=O)N/N=C/c2ccncc2)nnn1-c1nonc1N,4%,19%,3%,-2%,6%,/
CSc1ccc(/C=C2\C(=N)N3N=C(CC(=O)N4CCOCC4)SC3=NC2=O)cc1,1%,14%,?,-8%,2%,7%
Cc1cccc(-c2noc(-c3ccc(Cl)cc3[N+](=O)[O-])n2)c1,8%,?,0%,1%,-1%,72%[activator]
CN(c1ccccc1C(=O)Nc1cccc(Br)c1)S(=O)(=O)c1ccccc1,-17%,-11%,208%[activator],2%,4%,-6%
COCCN=c1scc(-c2cc(OC)ccc2OC)n1/N=C/c1c[nH]c2ccccc12,-1%,?,-89%,-2%,-10%,?
CCO[C@H]1OC(C(=O)N2CCN(Cc3ccc4c(c3)OCO4)CC2)=C[C@@H](C2CC2)[C@@H]1CCCO,3%,-23%,7.4µM*,6%,3%,?
CC(C)(C)c1ccc(/C=N/NC(=S)Nc2cccnc2)cc1,-2%,/,?,4%,/,?
COc1ccc(NCc2nnc(SCC(=O)Nc3cccc(C)c3)o2)cc1,-2%,10%,49%[activator],7%,2%,5%
O=C(Nc1cc(C(F)(F)F)ccc1N1CCOCC1)c1cccnc1Cl,8%,4%,9%,1%,1%,-9%
Cc1ccc(-c2c[n+](CC(=O)Nc3ccccc3)c3n2CCC3)cc1,1%,17%,3.7µM*,-1%,1%,7.4µM*

# Compound activity (PubChem)
